ASAP1 inh: inhibitors of human ASAP1 ArfGAP activity; Q9ULH1; ASAP1-stimulated ARF1 GTP hydrolysis, GDP FP detection; inhibition, % at 16.5 µM; actives 0.19% (n = 360,000); in the data active = inhibition above about 25%;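 also: 0% = vehicle with enzyme and substrate and 100% = no enzyme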
Target sequence (Q9ULH1 325-724 limits assumed): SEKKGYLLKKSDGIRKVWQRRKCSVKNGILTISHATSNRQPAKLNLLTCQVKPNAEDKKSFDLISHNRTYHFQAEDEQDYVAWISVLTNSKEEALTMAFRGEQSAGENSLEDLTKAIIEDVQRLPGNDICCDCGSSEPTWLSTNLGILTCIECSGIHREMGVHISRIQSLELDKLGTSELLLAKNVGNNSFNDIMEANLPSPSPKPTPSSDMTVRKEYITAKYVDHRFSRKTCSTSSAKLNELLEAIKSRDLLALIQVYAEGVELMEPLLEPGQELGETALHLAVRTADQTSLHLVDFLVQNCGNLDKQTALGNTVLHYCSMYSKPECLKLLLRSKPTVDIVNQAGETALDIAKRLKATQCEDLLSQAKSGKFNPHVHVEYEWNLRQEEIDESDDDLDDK
SMARCA2 act: activators of SMARCA2 function; MG213 cells, MMTV-luciferase reporter, dexamethasone, overnight; activation, % at 9.1 µM; actives 1% (n = 370,000); AID 652017; in the data active = activation above about 7.8%;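 also: 0% = vehicle wells and 100% = reference activator wells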
ABHD4 inh: inhibits mouse alpha/beta hydrolase domain 4 | purified mABHD4, FP-Rh probe fluorescence polarization | Q8VD66 | inhibition, % at 8.92 µM | AID 720543 | actives 0.54% (n = 370,000);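 active = inhibition exceeding the mean over every tested compound plus 3 SD, cut at about 30% in these data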;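 also: 0% = plate median of compound wells and 100% = S159A mutant with DMSO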
Target sequence (Q8VD66 whole entry, looked up, the tested form may be a part): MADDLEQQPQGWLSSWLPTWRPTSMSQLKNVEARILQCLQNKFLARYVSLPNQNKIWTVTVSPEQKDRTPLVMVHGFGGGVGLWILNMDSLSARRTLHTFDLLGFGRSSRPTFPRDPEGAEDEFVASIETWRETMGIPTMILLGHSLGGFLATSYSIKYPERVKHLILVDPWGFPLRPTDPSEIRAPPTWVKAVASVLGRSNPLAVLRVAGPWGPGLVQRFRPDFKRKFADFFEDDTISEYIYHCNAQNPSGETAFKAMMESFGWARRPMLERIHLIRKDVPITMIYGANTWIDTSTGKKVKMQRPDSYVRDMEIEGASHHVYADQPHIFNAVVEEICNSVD
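Assay system: Wild-type mouse ABHD4 protein | Medium: HEPES pH 7.0 buffer, 150 mM NaCl, 0.01% Pluronic F-127 | Incubation: Enzyme–compound pre-incubation 45 min, then probe 60 min, both 25 °C | Technique: Fluorescence polarization with parallel and perpendicular emission, 525/598 nm | Evaluation: % inhibition of FP-Rh probe binding versus controls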
HTRA1 inhibitor: inhibitors of human serine peptidase HTRA1; Q92743; recombinant HTRA1, FP-rhodamine activity-based probe, fluorescence polarization; inhibition, % at 5.96 µM; actives 0.5% (n = 340,000); in the data active = inhibition above about 36%;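 also: 0% = enzyme with DMSO and 100% = wells lacking enzyme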
GC-B act: GC-B (human) receptor activation | actives 0.11% (n = 370,000) | HEK293-GC-B cells, CNP EC30, cGMP TR-FRET; 0% at EC30 CNP, 100% saturating CNP | activation, % at 10 µM | P20594 | AID 1920062;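 active = activation at 10 µM reaching about 35% in either raw or pattern-adjusted values, limit read from the data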
NPR1 activator: GC-A (human) enzyme activation; P16066; HEK293 GC-A cells, cGMP TR-FRET, EC30 ANP; 0% at EC30 ANP, 100% saturating ANP; activation, % at 10 µM; actives 0.14% (n = 370,000); AID 1671463; in the data active = activation above about 40%
NR1D1 modulator: Rev-erb alpha (human) modulation | actives 0.79% (n = 370,000) | Rev-erbα–FITC-DNA binding, fluorescence polarization, 90 min | P20393 | activity, % at 10 µM;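 active = activity above about 14%, limit read from the data; passing the limit was not always enough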;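 also: 0% = DMSO wells with 35 nM protein and 100% = DMSO wells with 750 nM protein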
PG9 binder: binds the HIV-1 gp120 antibody PG9; TR-FRET gp120-PG9 antibody binding; inhibition, % at 6.7 µM; actives 0.43% (n = 360,000); AID 624416; in the data active = inhibition above about 8.5%
ARFGAP1 inhibitor: inhibitors of rat ARFGAP1; Arfgap1-stimulated ARF1 GTP hydrolysis, GDP FP detection; inhibition, % at 16.5 µM; actives 0.26% (n = 360,000); AID 651572;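 active = inhibition above a per-plate limit, mean inhibition of low control wells plus 3 SD, cut at about 25% in these data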;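 also: 0% = DMSO wells with enzyme and 100% = wells lacking Arfgap1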
Target sequence (Q62848 1-136 limits assumed): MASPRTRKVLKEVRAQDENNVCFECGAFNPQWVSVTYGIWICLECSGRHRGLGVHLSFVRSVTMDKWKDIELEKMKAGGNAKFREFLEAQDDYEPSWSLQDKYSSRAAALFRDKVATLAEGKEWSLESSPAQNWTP
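material = rat Arfgap1 catalytic domain, aa 1-136 | also added = human ARF1(Δ1-17)-GTP substrate | compound dosing = one concentration, 16.5 µM, DMSO 1.26% | times = GTP hydrolysis reaction 2 h at 25 °C | measured by = FP, GDP Alexa 633 tracer displaced from anti-GDP antibody, 620/688 nm | evaluation = percent inhibition of Arfgap1-stimulated GTP hydrolysis | replication = single well per compound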
rCAG RNA binder: r(CAG) repeat RNA binding; TO-PRO-1 dye displacement fluorescence; inhibition, % at 3 µM; actives 1.3% (n = 370,000); AID 651821;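 active = inhibition above the plate cutoff, the mean of all test compounds on that plate plus 3 SD, cut at about 35% in these data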;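 also: 0% = DMSO alone and 100% = 100 µM mitoxantrone as full dye displacement; higher means more dye released from RNA so lower well fluorescence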
* marks the source's active call; other numbers are inactive results; . = no result given. Compounds were not picked by outcome; any-hit rate near 4.4%.

no.	SMILES	ASAP1 inh	SMARCA2 act	ABHD4 inh	HTRA1 inhibitor	GC-B act	NPR1 activator	NR1D1 modulator	PG9 binder	ARFGAP1 inhibitor	rCAG RNA binder
1	CCCSc1nc(O)c(C2OC(=O)c3c2ccc(OC)c3OC)c(=O)n1C (centres undefined)	7	-3	10	4	-3	-4	0	-1.6	10	10
2	CCOC(=O)C1=CN(Cc2ccco2)S(=O)(=O)NC1CC (centres undefined)	-5	-2	7	-2	-2	-4	3	0.4	4	12
3	CCOC(=O)c1[nH]c(C)c(C(=O)N2CCc3ccccc32)c1C	-4	-2	3	-4	1	-1	5	0.1	6	0
4	COc1ccc(NC(=O)CS(=O)(=O)c2cccc(Cl)c2)cc1	1	-1	3	-10	5	-1	4	-0.4	13	-1
5	CN(C)S(=O)(=O)c1cc(NC(=O)COC(=O)Cc2ccc(Cl)cc2Cl)ccc1Cl	-7	-4	6	-9	4	1	1	-0.3	7	5
6	Cc1nn(C(C)CC(=O)O)c(C)c1Br (centres undefined)	-3	-1	1	-1	-1	3	3	-0.9	3	0
7	O=c1oc(CCCO)cc2ccc(C#Cc3cccnc3)cc12	7	5	-11	-1	-2	-4	1	0.6	16	13
8	O=C(NC1CCN(Cc2ccc(Cl)c(Cl)c2)CC1)c1ccccc1	-1	-3	4	-7	4	-2	-5	-2.5	6	0
9	COc1ccc(-c2nc(-c3ccc4c(c3)OCO4)[nH]c2-c2ccc(OC)cc2)cc1	5	-5	13	7	2	-5	2	-1.4	9	5
10	CC(NC(=O)c1cn(C)c2ccc(S(=O)(=O)N3CCCC3)cc2c1=O)c1ccccc1 (centres undefined)	9	-2	8	-2	-4	5	0	-0.8	10	2
11	COc1ccc(S(=O)(=O)NCCSCc2ccccc2C)cc1Br	8	-1	-21	-44	2	1	4	1.1	6	0
12	O=C(c1ccccc1F)N(Cc1cccs1)C1CCS(=O)(=O)C1 (centres undefined)	2	0	3	-4	7	-4	2	-0.4	-2	0

(next part)
no.	SMILES	ASAP1 inh	SMARCA2 act	ABHD4 inh	HTRA1 inhibitor	GC-B act	NPR1 activator	NR1D1 modulator	PG9 binder	ARFGAP1 inhibitor	rCAG RNA binder
13	COc1ccc(-n2nc3c(c2NC(C)=O)CS(=O)(=O)C3)cc1	1	0	-4	10	3	4	-1	1.7	-4	4
14	COc1ccc(CN2CCN(CCCc3ccccc3)C(CCO)C2)cc1OC (centres undefined)	-8	-4	1	-4	1	-2	-5	-1.1	-13	-8
15	Cc1csc(=O)n1CC(=O)OC(C)C(=O)Nc1ccc(N(C)C)cc1 (centres undefined)	0	0	0	2	1	0	3	-2.5	-5	0
16	O=C(C(=O)N1CCOCC1)c1cn(CC(=O)N2CCCCC2)c2ccccc12	-5	2	4	6	1	-4	-3	-1.8	13	-3
17	Cc1cccnc1CNC(=O)C1(C)CCCN1CC(C)C (centres undefined)	-1	-2	0	.	3	2	4	-2.3	7	-1
18	O=C(CSc1nnc2ccccn12)N1CCc2ccccc2C1	-15	5	-1	1	1	1	-1	-0.6	-3	3
19	CCCCN(C(=O)CSCc1c(C)noc1C)c1c(N)n(CCC)c(=O)[nH]c1=O	-13	0	7	0	5	-2	1	-0.7	8	-2
20	COc1ccc(S(=O)(=O)N2CCN(Cc3cccc(F)c3)CC2)cc1	-1	-3	17	0	5	5	5	0.8	-3	-6
21	O=C(N/N=C/c1ccco1)c1cccc(N2CCCC2=O)c1	-1	1	13	12	-1	3	-9	-1.9	-3	0
22	O=C(NC1CCN(Cc2ccccc2)CC1)c1cn(-c2ccccc2)nc1-c1cccnc1	9	-2	2	-6	-11	-7	5	-0.8	5	-7
23	CSc1ccc(CN2CCN(Cc3ccccc3)C(CCO)C2)cc1 (centres undefined)	0	-3	-3	-2	-3	3	1	0.6	-10	-8
24	O=c1c2cc(F)ccc2[nH]c(=S)n1Cc1ccc(F)cc1	4	-2	1	-15	2	-2	57*	1.1	11	3

Following part:
no.	SMILES	ASAP1 inh	SMARCA2 act	ABHD4 inh	HTRA1 inhibitor	GC-B act	NPR1 activator	NR1D1 modulator	PG9 binder	ARFGAP1 inhibitor	rCAG RNA binder
25	CC(Sc1nc2cc([N+](=O)[O-])ccc2n1-c1cccc(C(F)(F)F)c1)C(=O)NC(N)=O (centres undefined)	-6	-2	2	-2	-13	-9	0	-0.9	8	4
26	CCCCC(=O)OCCNC(=O)c1cc2ccccc2oc1=O	-10	-1	0	3	-2	3	-1	-0.1	3	-8
27	CC(=O)/C(=C/Nc1ccc(Oc2ccccc2)cc1)c1ccccc1	-9	0	-4	-11	-4	7	2	-1.7	-3	-1
28	CC(=O)c1cccc(NC(=O)C2=CC(c3ccco3)=NS(=O)(=O)N2C)c1	2	3	2	-3	0	5	-2	-1.0	2	3
29	CC(=O)c1cccc(NC(=O)c2ccc(-c3c(C)noc3C)c3ccoc23)c1	-9	1	-2	.	24	14	1	-1.2	-7	2
30	CCCC(=O)N1c2ccccc2C(N(C(C)=O)c2ccccc2)CC1C (centres undefined)	-12	-3	1	6	-3	-3	0	0.4	-2	-6
31	c1ccc(CNc2ncnc3c2ncn3C2CCCCO2)cc1 (centres undefined)	-6	3	5	-10	-1	1	-2	1.0	4	-5
32	CCOC(=O)CCS(=O)(=O)c1ccc(-c2ccc(S(=O)(=O)CCC(=O)OCC)cc2)cc1	-8	3	8	2	-11	-2	6	-2.8	0	-3
33	N=C(N)SCc1cccc2ccccc12	-14	-6	4	2	-4	-4	5	0.8	-1	2
34	CC1CCN(C(=O)C2CCC(CNS(=O)(=O)c3cccc4cccnc34)CC2)CC1 (centres undefined)	9	-1	5	-6	-6	3	-5	-1.0	-2	1
35	CS(=O)(=O)c1ccc(N2CCN(S(=O)(=O)c3cccs3)CC2)c([N+](=O)[O-])c1	1	1	-14	9	-2	0	9	-0.9	6	7
36	CCOc1ccc(CCNC(=O)C2CCN(c3nn4c(=O)cc(C)nc4s3)CC2)cc1	4	0	-7	2	-2	-6	3	-0.7	8	5

Arranged by molecular weight (rising): part of the list above
no.	SMILES	ASAP1 inh	SMARCA2 act	ABHD4 inh	HTRA1 inhibitor	GC-B act	NPR1 activator	NR1D1 modulator	PG9 binder	ARFGAP1 inhibitor	rCAG RNA binder
33	N=C(N)SCc1cccc2ccccc12	-14	-6	4	2	-4	-4	5	0.8	-1	2
24	O=c1c2cc(F)ccc2[nH]c(=S)n1Cc1ccc(F)cc1	4	-2	1	-15	2	-2	57*	1.1	11	3
31	c1ccc(CNc2ncnc3c2ncn3C2CCCCO2)cc1 (centres undefined)	-6	3	5	-10	-1	1	-2	1.0	4	-5
27	CC(=O)/C(=C/Nc1ccc(Oc2ccccc2)cc1)c1ccccc1	-9	0	-4	-11	-4	7	2	-1.7	-3	-1
30	CCCC(=O)N1c2ccccc2C(N(C(C)=O)c2ccccc2)CC1C (centres undefined)	-12	-3	1	6	-3	-3	0	0.4	-2	-6
29	CC(=O)c1cccc(NC(=O)c2ccc(-c3c(C)noc3C)c3ccoc23)c1	-9	1	-2	.	24	14	1	-1.2	-7	2
34	CC1CCN(C(=O)C2CCC(CNS(=O)(=O)c3cccc4cccnc34)CC2)CC1 (centres undefined)	9	-1	5	-6	-6	3	-5	-1.0	-2	1
35	CS(=O)(=O)c1ccc(N2CCN(S(=O)(=O)c3cccs3)CC2)c([N+](=O)[O-])c1	1	1	-14	9	-2	0	9	-0.9	6	7
36	CCOc1ccc(CCNC(=O)C2CCN(c3nn4c(=O)cc(C)nc4s3)CC2)cc1	4	0	-7	2	-2	-6	3	-0.7	8	5
25	CC(Sc1nc2cc([N+](=O)[O-])ccc2n1-c1cccc(C(F)(F)F)c1)C(=O)NC(N)=O (centres undefined)	-6	-2	2	-2	-13	-9	0	-0.9	8	4
32	CCOC(=O)CCS(=O)(=O)c1ccc(-c2ccc(S(=O)(=O)CCC(=O)OCC)cc2)cc1	-8	3	8	2	-11	-2	6	-2.8	0	-3

The results go on:
no.	SMILES	ASAP1 inh	SMARCA2 act	ABHD4 inh	HTRA1 inhibitor	GC-B act	NPR1 activator	NR1D1 modulator	PG9 binder	ARFGAP1 inhibitor	rCAG RNA binder
37	COc1ccc(S(=O)(=O)N/N=C\c2ccc3c(c2)OCO3)cc1	.	.	.	9	-2	2	-3	.	.	.
38	CC(C)(C)NC(=O)NC(=O)CN1CCCCCCC1	6	0	1	-7	2	3	5	-2.4	-5	-5
39	Cc1cccc(NC(=O)CN2C(=O)CSC2=O)c1	5	2	-7	-3	4	0	1	1.4	3	-2
40	O=CN1Cc2ccccc2-c2ccccc2C1	-4	-4	-10	10	-5	-12	5	-0.8	0	0
41	COCP(=O)(c1ccccc1)c1ccccc1	14	-1	-1	-1	1	-1	2	0.7	4	0
42	CC(=O)Nc1ccccc1Oc1ccccc1	-2	1	-1	2	-2	-2	-1	0.3	-9	2
43	CCC(C)c1ccc(NC(=O)c2cccs2)cc1 (centres undefined)	-7	6	-19	-35	-1	2	-4	-1.3	3	-1
44	Cc1ccc(-n2nnnc2Sc2nc([N+](=O)[O-])nn2C)c(C)c1	2	1	8	-1	-4	-8	0	0.3	7	-1
45	COc1ccc(C2(CNC(=O)c3ccccc3)CCCC2)cc1OC	13	-2	-1	12	-6	-11	4	-2.9	-1	-9
46	Cc1cccc(C)c1NC(=O)CSc1nnc(C)c(=O)[nH]1	-15	2	1	6	3	4	-6	-2.0	5	1
47	CCOC(=O)c1[nH]c2ccc(OC)cc2c1NC(=S)N1CCN(c2cccc(C)c2C)CC1	-12	-3	-2	-9	4	0	-6	-1.3	2	14
48	CCCn1c(N)c(N2CCCCC2)c(=O)n(CC(=O)Nc2ccc(C(C)=O)cc2)c1=O	-12	-2	-5	3	-2	-1	-5	-0.1	2	4

Going on with the list:
no.	SMILES	ASAP1 inh	SMARCA2 act	ABHD4 inh	HTRA1 inhibitor	GC-B act	NPR1 activator	NR1D1 modulator	PG9 binder	ARFGAP1 inhibitor	rCAG RNA binder
49	CCOc1ccccc1NC(=O)Nc1ccc(CC#N)cc1	0	-2	0	-20	0	6	4	-0.2	2	1
50	CCCn1c(=O)c(C(=O)Nc2ncccc2C)c(O)c2ccccc21	-16	1	-7	-10	0	3	-1	-1.1	3	-1
51	COc1cc(C(=O)Oc2ccccc2/C=N/NC(=O)c2ccc(Cl)cc2)cc(OC)c1OC	19	-3	-20	1	-3	-2	4	-2.9	13	12
52	CN(C)S(=O)(=O)c1ccc(N2CCCC2)c(C(=O)Nc2ccccc2OC(F)F)c1	-3	-5	-2	-10	-1	-3	8	0.8	-1	-1

Source: PubChem BioAssay (several laboratories)
